Screening data as filed in PubChem.
SW480 rereplic = DNA re-replication induction in SW480 cells | SW480 DNA re-replication, Hoechst DNA content imaging, 48 h | Potency, µM (titrated, usually from 46.1 µM), without a hit: at the top dose re-replication activation, usual class: activators | 1.8% of 340,000 active | AID 624297; note: potency is the fitted concentration of half-maximal effect; % of control where 0% means no effect; nearly all actives have a fitted effect of over 55% in size
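Hoechst fluorescence of nuclei (405 nm excitation, 500-530 nm emission) measured by plate-scanning imager after 48 hr compound exposure at 37 C; re-replication scored as increased number of nuclei with elevated intensity.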
ATXN viability = reduces viability in counter-screen for ATXN expression inhibitors; S2 cells (HEK-293 line with an ATXN2-luciferase reporter) viability, CellTiter-Fluor protease fluorescence, 24 h; Potency, µM (doses to about 56.7 µM), hits mostly cytotoxic; 0.49% of 400,000 active; AID 651635; note: potency is the fitted concentration of half-maximal effect; nearly all actives have a fitted effect of over 40% in size
HT1080 IDH1KD tx = toxicity to HT-1080 IDH1 knockdown cells (counter line). HT-1080 IDH1 knockdown viability, ATP luminescence, 48 h. Potency, µM (series often up to 46.1 µM), for the others: at the top dose activity, negative = toxicity, most hits filed as cytotoxic. 2% of 360,000 active;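 note: potency is the fitted concentration of half-maximal effect; 0% = DMSO wells and -100% = cell-free medium wells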
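Knockdown cells (IDH1KD HT-1080) received compounds 2 h after plating at 750 cells/well and were kept 48 h at 37 °C in 5% FBS RPMI. A CellTiter-Glo luminescence read gave % activity for curve fitting.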
HT1080NT lethal = kills 2HG-producing HT-1080-NT fibrosarcoma cells; 1.6% of 360,000 active; HT-1080-NT fibrosarcoma viability, CellTiter-Glo ATP luminescence, 48 h; Potency, µM (doses to about 46.1 µM), for the others: at the highest dose activity, negative = less viability, usual class: cytotoxic;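 note: NT is the 2HG producing partner of a matched IDH1 knockdown line; potency is the fitted concentration of half-maximal effect; 0% = DMSO-treated cells and -100% = media-only wells without cells; nearly all actives have a fitted effect of over 55% in size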
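A 48-hour cytotoxicity screen used HT-1080-NT cells plated 2 hours before compound delivery. ATP-based CellTiter-Glo luminescence measured viability, normalized to DMSO and no-cell controls.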
ATXN2 expr inh = inhibitors of ATXN2 expression. HEK-293 ATXN2-luciferase reporter, luminescence, 24 h. Potency, µM (top dose mostly 57 µM), for the others: top-dose activity change, negative = inhibition, usual class: inhibitors. 0.72% of 360,000 active. AID 1745845; note: potency is the fitted concentration of half-maximal effect; % is set by controls: 0 for no effect and ±100 for the full control effect; nearly all actives have a fitted effect of over 55% in size
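qHTS (up to 57 uM final) was run with 24 h compound exposure of reporter cells at 37 °C. Each well was multiplexed: SteadyGlo luminescence measured ATXN2-luciferase expression after a fluorogenic Gly-Phe-AFC viability readout (25 uM final).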
IL1B secr inh = inflammasome signaling inhibition, IL-1 beta readout; AID 743279; 4.7% of 360,000 active; THP-1 LPS/ATP IL-1B secretion, AlphaLISA, 16 h; hits give low values; activity change, % at 57.5 µM; in the data active = activity change below about -50%; inconclusive = mostly about -30% to -49%; note: % is set by controls: 0 for no effect and ±100 for the full control effect
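THP-1 cells pretreated 1 hr with compounds (up to 57.5 uM final), then stimulated with LPS (250 ng/mL final) plus ATP (1.25 mM final); secreted IL-1B measured by AlphaLISA after 16 hr, decreased signal indicating inhibition.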
KB-3-1 tox = kills parental KB-3-1 adenocarcinoma cells; KB-3-1 viability, CellTiter-Glo ATP luminescence, 72 h; Potency, µM (top dose mostly 46.1 µM), without a hit: top-dose activity change, negative = cytotoxic, usual class: cytotoxic; 1.4% of 400,000 active; AID 1347075; note: potency is the fitted concentration of half-maximal effect; % is set by controls: 0 for no effect and ±100 for the full control effect; nearly all actives have a fitted effect of over 60% in size
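Screening of KB-3-1 cells (DMEM, 10% FBS, phenol-red free) ran from lowest to highest compound concentration; after 72 h at 37 °C viability was read luminescently and curves fitted.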
KB-V1 MDR tox = kills drug-selected multidrug resistant KB-V1 cells. AID 1347076. Potency, µM (doses to about 46.1 µM), inactives show top-dose activity change, negative = cytotoxicity, most hits filed as cytotoxic. KB-V1 MDR cells viability, CellTiter-Glo, 72 h. 3.4% of 400,000 active; note: potency is the fitted concentration of half-maximal effect; % is set by controls: 0 for no effect and ±100 for the full control effect; nearly all actives have a fitted effect of over 60% in size
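Luminescent ATP read-out (CellTiter-Glo, 10 min) measures survival of drug-selected KB-V1 MDR cells after 72 h, 37 degrees C compound exposure. Medium: phenol-red-free DMEM, 10% FBS. Values from fitted concentration-response curves.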
MCF10A rerep = inducers of DNA re-replication in MCF 10A breast cells; Potency, µM (doses to about 46.1 µM), without a hit: at the highest dose activity, positive = re-replication, hits mostly activators; MCF 10A DNA re-replication, Hoechst nuclear intensity, 48 h; 2.9% of 350,000 active; note: potency is the fitted concentration of half-maximal effect; % of control where 0% means no effect; nearly all actives have a fitted effect of over 50% in size
* hit, by the source's call; i = inactive; ? = inconclusive; . = not tested or not shown; & = joins results of further samples; [ ] = remark or other dose. Unless noted, calls come from the whole dose curve; as a rule, active = well fitted curve in the direction sought with a large enough effect; inconclusive = small, poorly fitted or top-dose-only effect, or another doubt; inactive = no such curve, though single readings can be large; an effect the other way counts as inactive or inconclusive.

(1) CCOc1ccc(NC(=O)c2cc3c(n(-c4ccc(OC)cc4)c2=O)CC(C)(C)CC3=O)cc1
(2) CCCCCn1c(Sc2ncccn2)nc2c1c(=O)[nH]c(=O)n2C
(3) Cc1cc(C)n2nc(SCC(=O)N3CC(C)CC(C)C3)nc2n1 (stereo not given)
(4) O=C(Cn1nnc2ccccc21)C1CC1
(5) Cn1c(CCN2CCCCC2)nc2cc(NS(=O)(=O)c3ccc(Cl)cc3)ccc21
(6) O=C(C1=C[C@H](C2CC2)C[C@H](OCCCCO)O1)N1CCN(Cc2ccc3c(c2)OCO3)CC1
(7) CCCc1cc(=O)oc2cc(OCC(=O)NC3CCN(Cc4ccccc4)CC3)ccc12
(8) Cc1ccc(S(=O)(=O)N2[C@@H](c3ccc(Br)cc3)C(C(=O)O)=C[C@H]2C(C)(C)C)cc1
(9) CC(C)Oc1cc(F)ccc1-c1cc(C(=O)NCCCn2ccnc2)[nH]n1
(10) O=C(O)C(Oc1ccc2c3c(c(=O)oc2c1)CCC3)c1ccccc1 (stereo not given)
Assay by compound	1	2	3	4	5	6	7	8	9	10
SW480 rereplic	.	-16%	0%	-7%	24%	-1%	?	-12%[9.22 µM]	.	-2%[9.22 µM]
ATXN viability	i	?	i	i	i	i	i	i	i	i
HT1080 IDH1KD tx	.	-9%	11%	8%	-8%	0%	13%	-11%	1%	17%
HT1080NT lethal	.	-16%	9%	10%	-2%	2%	3%	-16%	18%	10%
ATXN2 expr inh	2%	-1%	-6%	-1%	12%	-14%	-7%	5%	-12%	2%
IL1B secr inh	.	14	30	16	-10	-25	3	31	-17	-7
KB-3-1 tox	-1%	-8%	10%	-4%	?	0%	10%	4%	0%	2%
KB-V1 MDR tox	20%	-20%	?	17%	1%	6%	4%	10%	1%	7%
MCF10A rerep	.	-3%	7%	-3%	0%	35%	5%	-15%	.	0%

Continued, starting with the last 4 of the part before.
(7) CCCc1cc(=O)oc2cc(OCC(=O)NC3CCN(Cc4ccccc4)CC3)ccc12
(8) Cc1ccc(S(=O)(=O)N2[C@@H](c3ccc(Br)cc3)C(C(=O)O)=C[C@H]2C(C)(C)C)cc1
(9) CC(C)Oc1cc(F)ccc1-c1cc(C(=O)NCCCn2ccnc2)[nH]n1
(10) O=C(O)C(Oc1ccc2c3c(c(=O)oc2c1)CCC3)c1ccccc1 (stereo not given)
(11) OC(CNCc1ccc(Cl)cc1)COc1ccccc1 (stereo not given)
(12) CCOc1ccc(C(=O)Nc2cccc(C(=O)O)c2)cc1Cl
(13) CCCCCOC(=O)c1[nH]c2c(c1C)C(=O)C(C(=O)OC)C(C)C2 (stereo not given)
(14) O=C(Nc1ccccc1-c1ccccc1)NC1CCN(CC(=O)N2CCOCC2)CC1
(15) CCOc1ccc(S(=O)(=O)Nc2c(C)n(C)n(-c3ccccc3)c2=O)cc1
(16) COc1ccc(N(CC(=O)Nc2ccc(Cl)cc2C)S(=O)(=O)c2ccccc2)c(OC)c1
(17) CCOc1ccc(C(=O)NCC(=O)OCC(=O)Nc2nnc(-c3ccccc3)o2)cc1
(18) CC1CCN(c2ccc(C(=O)OCC(=O)NCCN3C(=O)CSC3=O)cc2[N+](=O)[O-])CC1
(19) Cc1ccc(S(=O)(=O)NCC(=O)N2CCN(c3ccc(F)cc3)CC2)cc1
(20) COc1ccc(OC)c(C2C=C(c3ccc(C)c(C)c3)Nc3nnnn32)c1 (stereo not given)
Assay by compound	7	8	9	10	11	12	13	14	15	16	17	18	19	20
SW480 rereplic	?	-12%[9.22 µM]	.	-2%[9.22 µM]	-28%	-3%	?	-8%	4%	.	-43%[inhibitor]	-6%	-2%	7.3µM*
ATXN viability	i	i	i	i	i	i	i	i	i	i	i	?	i	i
HT1080 IDH1KD tx	13%	-11%	1%	17%	-1%	19%	-15%	2%	3%	.	-2%	-10%	1%	?
HT1080NT lethal	3%	-16%	18%	10%	-13%	13%	-19%	-1%	3%	.	1%[9.24 µM]	-14%	9%	?
ATXN2 expr inh	-7%	5%	-12%	2%	.	-37%	32%[activator]	-13%	2%	-6%	6%	-14%	-16%	-28%
IL1B secr inh	3	31	-17	-7	-7	-9	?	2	17	.	-16	-22	-8	22
KB-3-1 tox	10%	4%	0%	2%	-9%	10%	?	1%	22%	-19%	0%	-7%	.	6.5µM*
KB-V1 MDR tox	4%	10%	1%	7%	-1%	?	18µM*	24%	?	-33%	?	3%	.	6.5µM*
MCF10A rerep	5%	-15%	.	0%	13%	17%	21µM*	-1%	6%	.	15%	1%	?	?

(21) CCOC(=O)Cc1csc(NC(NC(=O)OCC)(C(=O)OCC)C(F)(F)F)n1 (stereo not given)
(22) O=C(c1ccccn1)N1CCCC(N2CCN(Cc3ccc4c(c3)OCO4)CC2)C1 (stereo not given)
(23) Cc1ccc(-n2nc3c(c2NC(=O)C(C)(C)C)CSC3)c(C)c1
(24) Cc1cc2c(cc1C)-n1nnnc1C(N(Cc1ccccc1)Cc1ccccc1)C(=O)N2 (stereo not given)
(25) O=C(NC1(C(F)(F)F)N=C2SCCN2C1=O)c1ccco1 (stereo not given)
(26) COc1ccc(S(=O)(=O)N2CCCCC2)cc1NC(=O)CCCOc1ccccc1
(27) CN(Cc1ccncc1)C1CC(=O)N(c2ccc(F)cc2)C1=O (stereo not given)
(28) Cc1ccc(-c2nc3ncccc3o2)cc1NC(=O)c1cccc(OCC(C)C)c1
(29) C[C@H]1CN([C@@H](C)CO)C(=O)CCCn2nncc2CO[C@@H]1CN(C)S(=O)(=O)c1cn(C)cn1
(30) COC(=O)/C(=N/Nc1ccccc1)N1CCCc2ccccc21
Assay by compound	21	22	23	24	25	26	27	28	29	30
SW480 rereplic	5%	-5%	-1%	.	-17%	2%	-138%[inhibitor]	.	.	15%
ATXN viability	i	i	i	.	i	i	i	i	i	i
HT1080 IDH1KD tx	7%	10%	?	-26%	14%	-16%	1%	.	11%	-14%
HT1080NT lethal	0%	-8%	0%	-24%	15%	-4%	8%	.	6%	-1%
ATXN2 expr inh	-8%	12%	-7%	.	3%	-14%	.	2%	7%	-4%
IL1B secr inh	-2	-1	9	-18	14	-9	10	.	0	-27
KB-3-1 tox	6%	.	9%	?	15%	-13%	-2%	-2%	5%	?
KB-V1 MDR tox	?	.	-4%	?	4%	-8%	?	0%	18%	21µM*
MCF10A rerep	7%	-3%	3%	.	-6%	14%	-6%	.	.	16%

(31) O=C(Nc1nnc(C2CC2)s1)C1CCCCC1
(32) O=S(=O)(c1cccc2nsnc12)N1CCN(C/C=C/c2ccccc2)CC1
(33) Cc1ccc(S(=O)(=O)OCC(=O)Nc2ccc(C(=O)O)c(O)c2)cc1
(34) O=C(NC(=S)NNC(=O)[C@H]1C[C@@H]1c1ccccc1)c1ccc(F)cc1
(35) CSc1cccc(-n2ccc(=O)c(C)c2C)c1
(36) O=C(NC(C(=O)N/N=C/c1cccc2ccccc12)c1n[nH]c(=O)c2ccccc12)c1ccccc1 (stereo not given)
(37) Fc1ccc(-n2c(-c3ccc4c(c3)OCO4)n[nH]c2=S)cc1Cl
(38) CC(Sc1nc2ccccc2s1)C(=O)N1CCOCC1 (stereo not given)
(39) CCCCCCN1C[C@H](n2cc(-c3ccc(F)cc3)nn2)[C@@H](O)C[C@@H]1c1ccc(OC)cc1
(40) Cc1nn(C)c(C)c1CCC(=O)O
Assay by compound	31	32	33	34	35	36	37	38	39	40
SW480 rereplic	-6%	-2%	-2%	-2%	8%	-1%	-5%	-6%	.	4%
ATXN viability	i	i	i	i	i	i	i	i	i	i
HT1080 IDH1KD tx	-3%	2%	5%	?	7%	?	16%	-1%	-4%	2%
HT1080NT lethal	1%	-8%	13%	-26%	10%	?	14%	-2%	2%	0%
ATXN2 expr inh	.	0%	-8%&19%	.	13%	3%	57%[activator]	38%	10%	-10%[11.3 µM]
IL1B secr inh	15	1	8	67	52	-15	36	8	-1	29
KB-3-1 tox	-1%	1%	6%	?	0%	0%	-2%	-1%	-6%	-1%
KB-V1 MDR tox	5%	-16%	2%	-30%	5%	-1%	24%	10%	?	?
MCF10A rerep	3%	2%	-4%	?	0%	2%	-3%	2%	.	-5%

(41) Cc1ccc(OCC(=O)Nc2ccc(N(C)C)cc2)cc1
(42) COc1cccc(NC(=O)NC2CCN(Cc3nnnn3Cc3ccc4c(c3)OCO4)CC2)c1
(43) O=C(CC1SC(N2CCCC2)=NC1=O)Nc1ccc(C(=O)Nc2ncccc2O)cc1 (stereo not given)
(44) CN(C)c1ccc(-c2nc3ccccn3c2/N=C/c2ccc(Br)cc2)cc1
(45) O=C(Nc1c(-c2ccc3c(c2)OCO3)[nH][nH]c1=O)c1ccccc1
(46) O=C1c2cccc3c(N4CCCCC4)ccc(c23)C(=O)N1c1ccccn1
(47) CN(CC(=O)Nc1ccc(Cl)c(C(F)(F)F)c1)C(=O)CCCc1nc2ccccc2c(=O)[nH]1
(48) COc1ccc(CNC(=O)C2CCN(Cc3nc(-c4ccc(OC)c(OC)c4)oc3C)CC2)cc1
(49) CCCNC(=O)c1ccc(COc2cccc3ccccc23)o1
Assay by compound	41	42	43	44	45	46	47	48	49
SW480 rereplic	-3%	1%	17%	?	.	-1%	-4%	.	-7%
ATXN viability	i	?	i	i	?	i	i	i	?
HT1080 IDH1KD tx	2%	3%	?	-29%	12%	2%	1%	.	0%
HT1080NT lethal	17%	1%	-27%	-25%	27%	-3%	-3%	.	0%
ATXN2 expr inh	15%	.	49%[activator]	?	?	-6%	-22%	12%	.
IL1B secr inh	-6	?	50	-9	4	-14	5	.	-5
KB-3-1 tox	0%	26%	?	15µM*	0%	3%	1%	5%	-22%
KB-V1 MDR tox	0%	-10%	2%	9.2µM*	0%	5%	?	2%	?
MCF10A rerep	5%	0%	19%	-2%	.	-1%	5%	.	-3%
